OX1R antag-1 – antagonists of human orexin 1 receptor (OX1R). O43613. OX1R-expressing cells, FRET antagonist read-out. inhibition, % at 6.6 µM. 330,000 tested, 1.8% active. AID 485270; in the data active = inhibition mostly above about 38%, no sharp cut-off; inactive = mostly below about 40%;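 also: 0% = agonist challenge alone and 100% = reference antagonist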
Target sequence (O43613 whole entry, looked up): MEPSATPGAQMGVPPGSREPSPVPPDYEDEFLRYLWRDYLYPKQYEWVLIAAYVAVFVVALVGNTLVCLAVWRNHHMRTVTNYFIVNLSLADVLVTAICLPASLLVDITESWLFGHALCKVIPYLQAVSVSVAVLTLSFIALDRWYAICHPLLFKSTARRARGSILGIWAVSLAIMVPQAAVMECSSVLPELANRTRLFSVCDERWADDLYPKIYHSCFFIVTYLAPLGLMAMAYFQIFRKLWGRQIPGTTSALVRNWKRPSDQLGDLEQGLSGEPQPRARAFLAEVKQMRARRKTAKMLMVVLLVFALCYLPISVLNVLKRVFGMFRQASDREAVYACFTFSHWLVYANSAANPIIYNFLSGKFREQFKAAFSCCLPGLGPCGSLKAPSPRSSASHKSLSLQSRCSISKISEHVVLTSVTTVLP
OX1R antag-2 – antagonists of human orexin 1 receptor; O43613; CHO/OX1R cells, Fluo-8 calcium fluorescence, orexin A; inhibition, % at 5 µM; 330,000 tested, 0.43% active; AID 434989;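 active = inhibition above its plate's threshold, mean inhibition of all tested compounds on the plate plus 3 SD, cut at about 37% in these data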;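 also: 0% = orexin A challenge wells and 100% = SB-334867-A antagonist wells; not every result past the cut was called active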
Active calls of the source: *; & = joins results of further samples.

OX1R antag-1 | OX1R antag-2 | canonical_smiles
1 | -5 | Cc1nc(Oc2ccccc2)c2ccccc2n1
5 | 8 | Cc1oc(-c2ccc(Cl)cc2)nc1CS(=O)CC(=O)NC1CC1 (configuration not stated)
8 | -4 | COc1cc(/C=N/NC(=O)C[n+]2ccccc2)cc(OC)c1OC(C)=O
31 | -34 | CCOC(=O)CN1C(=O)N[C@@H](c2ccc(Br)cc2)C(C(=O)OC)=C1C
-1 | -9 | CC1(C)CC[C@]2(C(=O)O)CC[C@]3(CO)C(=CCC4[C@@]5(C)C[C@H](O)[C@H](O)[C@@](C)(C(=O)O)C5CC[C@]43C)[C@@H]2C1 (some centres not stated)
38 | -3 | O=C(/C=C/c1cccc([N+](=O)[O-])c1)c1ccco1
8 | -11 | Cc1ccc(C2(C)NC(=O)N(CC(=O)Nc3ccc4c(c3)OCO4)C2=O)cc1 (configuration not stated)
44 | 2 | CC[C@@H](C(=O)n1nc(C)cc1C)[C@H](NS(=O)(=O)c1ccc(C)cc1)c1ccccc1
14 | -12 | COc1cccc2sc(Nc3nnc(-c4ccccc4Cl)o3)nc12
16 | -7 | Cc1ccc(C(=O)OCN2C(=O)c3ccccc3C2=O)o1
7 | -8 | O=S(=O)(c1cccc(-c2n[nH]c(=S)n2-c2ccccc2Cl)c1)N1CCOCC1
26 | -5 | O=S(=O)(c1ccccc1C(F)(F)F)N1CCOCC1
8 | -28 | COc1ccc(NC(=O)Nc2cccc3c2O[C@H](CN(C)S(=O)(=O)c2ccc(F)cc2)[C@@H](C)CN([C@H](C)CO)C3=O)cc1
2 | -17 | CCOC(=O)COc1ccc(Cl)cc1C1NC(=O)NC(C)=C1C(C)=O (configuration not stated)
30 | -22 | O=C(NC(Cc1ccccc1)c1nc2ccccc2[nH]1)C1CC(=O)N(c2ccc3c(c2)OCCO3)C1 (configuration not stated)
-4 | 1 | O=C(Nc1ccnn1C1CCN(Cc2ccccc2)CC1)C1CCOC1 (configuration not stated)
24 | -3 | COC(=O)C(C)C1Sc2ccccc2NC1=O (configuration not stated)
15 | -13 | O=C(NCc1ccc2c(c1)OCO2)C1CCN(S(=O)(=O)c2ccc(Br)s2)CC1
11 | -28 | CCOC(=O)N1CCc2c(sc3nc(SC(C)C)n(N)c(=O)c23)C1
11 | -26 | Cc1cc(C(=O)NNC(=O)CCC2CCCCC2)c(C)o1
25 | 4 | Cc1ccc(/C=C2\Oc3c(ccc(O)c3CN3CCN(CCO)CC3)C2=O)cc1
19 | -9 | CC(NC(=O)C(C)N1c2cccc3cccc(c23)S1(=O)=O)c1ccccc1 (configuration not stated)
10 | -17 | CSc1cccc(CN2CCN(Cc3ccc(F)c(F)c3)C(CCO)C2)c1 (configuration not stated)
3 | -4 | O=C(NCc1ccco1)c1ccc(Br)s1
9 | 8 | CCC1CCCCN1C(=O)C1CC(c2cc(Cl)c(OC)cc2OC)=NO1 (configuration not stated)
6 | -22 | Cc1ccc(S(=O)(=O)N2CCCCC2)cc1NC(=O)CSc1nc(N)cc(=O)[nH]1
21 | -8 | COc1ccc(/C=N/NC(=O)Cn2nc([N+](=O)[O-])cc2C)c(OC)c1OC
8 | -12 | Cc1ccccc1CNc1nc(N)n(-c2ccccc2)n1
10 | -28 | O=C(O)c1c2c(nc3ccc(S(=O)(=O)N4CCC(C(=O)N5CCCCC5)CC4)cc13)CCCC2
17 | -22 | Cc1ccccc1NC(=O)COc1ccc(Br)cc1CNCCCO

An excerpt of these results, with two lines to a compound.
Below each compound – OX1R antag-1	OX1R antag-2
- Cc1nc(Oc2ccccc2)c2ccccc2n1
  1	-5
- Cc1oc(-c2ccc(Cl)cc2)nc1CS(=O)CC(=O)NC1CC1 (configuration not stated)
  5	8
- COc1cc(/C=N/NC(=O)C[n+]2ccccc2)cc(OC)c1OC(C)=O
  8	-4
- CCOC(=O)CN1C(=O)N[C@@H](c2ccc(Br)cc2)C(C(=O)OC)=C1C
  31	-34
- CC1(C)CC[C@]2(C(=O)O)CC[C@]3(CO)C(=CCC4[C@@]5(C)C[C@H](O)[C@H](O)[C@@](C)(C(=O)O)C5CC[C@]43C)[C@@H]2C1 (some centres not stated)
  -1	-9
- O=C(/C=C/c1cccc([N+](=O)[O-])c1)c1ccco1
  38	-3
- Cc1ccc(C2(C)NC(=O)N(CC(=O)Nc3ccc4c(c3)OCO4)C2=O)cc1 (configuration not stated)
  8	-11
- CC[C@@H](C(=O)n1nc(C)cc1C)[C@H](NS(=O)(=O)c1ccc(C)cc1)c1ccccc1
  44	2
- COc1cccc2sc(Nc3nnc(-c4ccccc4Cl)o3)nc12
  14	-12
- Cc1ccc(C(=O)OCN2C(=O)c3ccccc3C2=O)o1
  16	-7
- O=S(=O)(c1cccc(-c2n[nH]c(=S)n2-c2ccccc2Cl)c1)N1CCOCC1
  7	-8
- O=S(=O)(c1ccccc1C(F)(F)F)N1CCOCC1
  26	-5
- COc1ccc(NC(=O)Nc2cccc3c2O[C@H](CN(C)S(=O)(=O)c2ccc(F)cc2)[C@@H](C)CN([C@H](C)CO)C3=O)cc1
  8	-28
- CCOC(=O)COc1ccc(Cl)cc1C1NC(=O)NC(C)=C1C(C)=O (configuration not stated)
  2	-17
- O=C(NC(Cc1ccccc1)c1nc2ccccc2[nH]1)C1CC(=O)N(c2ccc3c(c2)OCCO3)C1 (configuration not stated)
  30	-22
- O=C(Nc1ccnn1C1CCN(Cc2ccccc2)CC1)C1CCOC1 (configuration not stated)
  -4	1
- COC(=O)C(C)C1Sc2ccccc2NC1=O (configuration not stated)
  24	-3
- O=C(NCc1ccc2c(c1)OCO2)C1CCN(S(=O)(=O)c2ccc(Br)s2)CC1
  15	-13
- CCOC(=O)N1CCc2c(sc3nc(SC(C)C)n(N)c(=O)c23)C1
  11	-28
- Cc1cc(C(=O)NNC(=O)CCC2CCCCC2)c(C)o1
  11	-26

Some of these compounds in order of the OX1R antag-2 value, smallest number first.
OX1R antag-1 | OX1R antag-2 | canonical_smiles
6 | -22 | Cc1ccc(S(=O)(=O)N2CCCCC2)cc1NC(=O)CSc1nc(N)cc(=O)[nH]1
10 | -17 | CSc1cccc(CN2CCN(Cc3ccc(F)c(F)c3)C(CCO)C2)c1 (configuration not stated)
9 | 8 | CCC1CCCCN1C(=O)C1CC(c2cc(Cl)c(OC)cc2OC)=NO1 (configuration not stated)

(list continues)
OX1R antag-1 | OX1R antag-2 | canonical_smiles
67* | 32 | O=C(CN1C(=O)/C(=C\c2cccc(Br)c2)Oc2ccccc21)NCC1CCCO1 (configuration not stated)
9 | -9 | CCOC(=O)Nc1sc(NS(=O)(=O)c2ccc(C)cc2)nc1C
11 | -8 | CCN(CC(=O)Nc1ccccc1C(F)(F)F)C(=O)C1CSC2(C)CCC(=O)N12 (configuration not stated)
15 | 14 | COc1cc(Cn2nnc3ccccc32)ccc1O
18 | -2 | Cc1ccc(N2C(N)=NC(N)=NC2(C)C)c(C)c1
10 | -6 | O=c1[nH]cc(F)c(=O)[nH]1
1 | -37 | O=C(NC1CCCC1)C(c1ccncc1)N(C(=O)c1csnn1)C1CCCC1 (configuration not stated)
3 | -5 | CN(C)CCCN1c2ccccc2Sc2ccc(C(F)(F)F)cc21
31 | -18 | Cc1ccc(CN2CCN(CC(=O)NCc3ccc(Cl)cc3)C2=O)cc1
2 | -27 | COc1cc(/C=N/N2CCN(c3ccccc3)CC2)cc(OC)c1OC(C)=O
14 | -4 | S=C(Nc1ccc(Cl)cc1Cl)N1CCOCC1
49* | -27 | O=C(NCc1cccs1)C(NS(=O)(=O)c1cccc2nsnc12)c1ccccc1 (configuration not stated)
7 | -12 | CC(=O)Nc1c(Nc2ccccc2)c2ccccc2oc1=O
13 | -16 | COc1ccc2cc(/C=N/NC(=O)c3ccc(CN(c4ccc(C)c(C)c4)S(C)(=O)=O)cc3)c(Cl)nc2c1
31 | -16 | COCC(=O)Nc1ccccc1-c1ccccc1
10 | -4 | Cc1cnc(CN(C)C(=O)C2CCC(=O)N(CCc3ccccc3)C2)[nH]1 (configuration not stated)
24 | 3 | O=C(COc1ccc([N+](=O)[O-])cc1)NNC(=O)c1cccnc1
-3 | -5 | CC(=O)CSc1ncnc2nc[nH]c12
1 | 13 | CCCNC(=O)Cn1sc2nc(C)cc(C)c2c1=O
53* | -28 | O=C(NC1CCCC1)C(NS(=O)(=O)c1cccc2nsnc12)c1ccccc1 (configuration not stated)
8 | -15 | COc1ccc(NC2c3ccccc3C(=O)N2c2ccccn2)cc1Cl (configuration not stated)
4 | 4 | O=C(N[C@H]1CCCCNC1=O)c1cc(COc2ccc(F)cc2F)on1
23 | -8 | O=C(Nc1ccc(F)cc1F)c1ccc2c(c1)OCCO2
35 | -23 | COc1ccc(C(CNC(=O)c2ccc(OCC3CCCO3)cc2)N2CCOCC2)cc1 (configuration not stated)
5 | -3 | CCC1(CC)NC(=O)N(CC(=O)OC(C)C(=O)Nc2ccccc2OC)C1=O (configuration not stated)
-5 | -17 | O=C(Cc1cccs1)N1CCN=C1SCc1ccccc1Cl
22 | -22 | Cc1ccc(OCc2nnc(SCC(=O)CC(=O)Nc3ccccc3)o2)cc1
14 | -23 | Cc1ccc(S(=O)(=O)N2CCN(CC(=O)N/N=C\c3ccc(O)c(O)c3)CC2)cc1
13 | -25 | O=C(CN1C(=O)NC2(CCCCC2)C1=O)Nc1ccccc1N1CCCC1
2 | -20 | Cc1cc(C(=O)Nc2ccc3c(c2)OCCO3)ccc1[N+](=O)[O-]
8 | -13 | CCOC(=O)C1=C(C)N=c2s/c(=C/c3cccc([N+](=O)[O-])c3O)c(=O)n2C1c1ccccc1 (configuration not stated)
-8 | -2 | O=C(NC(Cc1ccccc1)C(=O)O)C1CCN(S(=O)(=O)c2ccccc2C(F)(F)F)CC1 (configuration not stated)
15 | 1 | Cc1ccc(CSc2ncn(-c3ccccc3)n2)cc1
31 | 15 | COc1ccc(N2CCN(C(c3ccccc3)c3nnnn3Cc3ccc(F)cc3)CC2)cc1 (configuration not stated)
2 | -4 | O=C(/C=C/c1ccc(S(=O)(=O)N2CCOCC2)cc1)NCc1ccccc1F
12&20&7 | 0&0&-16 | OC1C(O)C(O)C(O)C(O)C1O (configuration not stated)
8 | -10 | N#CC1=C(N)NC(SCc2ccccc2)=C(C#N)C12CCCCC2
5 | 8 | Cn1c(SCc2ccc(F)cc2)nnc1-c1ccccn1
12 | -21 | COc1cc(S(=O)(=O)NCCc2ccc3c(c2)OCO3)ccc1-n1cnnn1
17 | 24 | NC(=NCCc1c[nH]c2ccccc12)NC(=O)c1ccc(F)cc1
6 | -22 | C#Cc1ccc([C@@H]2C=C(C(=O)N3CCN(Cc4ccccc4)CC3)O[C@H](OCC)[C@H]2CCCO)cc1
8 | -19 | O=C(O)CCC(=O)N(Cc1ccccc1)Cc1ccccc1
-1 | -4 | COc1ccc(S(=O)(=O)Nc2ccc3c(c2)C(=O)N([C@H](C)CO)C[C@H](C)[C@@H](CN(C)S(C)(=O)=O)O3)cc1
12 | -30 | CS(=O)(=O)N(CC(=O)NN=C1CCCCCC1)c1ccc(Oc2ccccc2)cc1
13 | -12 | O=C(O)C(Cc1ccccc1)N1C(=O)C2CCCCC2C1=O (configuration not stated)
11 | -15 | O=C(CN1C(=O)C2CCCCC2C1=O)N1CCN(c2ncccn2)CC1 (configuration not stated)
16 | -7 | CCC(Oc1cccc(Cl)c1)C(=O)N1CCCN(C)CC1 (configuration not stated)
11 | -22 | C=CC[C@H](CC(=O)N(CCO)Cc1ccccc1)C(=O)N[C@@H](C)COC(=O)[C@H](CC=C)CC(=O)OC(C)(C)C
9 | -2 | CNc1ccc(Cl)nn1
27 | -2 | O=c1c2cc3c(=O)n(CC4CCCO4)c(=O)c3cc2c(=O)n1CC1CCCO1 (configuration not stated)
18 | -9 | CCCCNCc1cc2ccccc2o1
7 | -19 | Cc1ccc(S(=O)(=O)/C(C#N)=C/c2c(N3CCN(Cc4ccccc4)CC3)nc3ccccn3c2=O)cc1
6 | -48 | COC(=O)c1c(NC(=O)CCc2ccc(C)o2)sc(C)c1C
14 | -13 | COc1ccc([N+](=O)[O-])cc1NC(=O)C(C)OC(=O)/C=C/c1ccco1 (configuration not stated)
19 | -15 | O=C(NCCc1ccccc1C(F)(F)F)C1CCC(=O)N(C2CC2)C1 (configuration not stated)
14 | -20 | Cc1ccc(S(=O)(=O)Nc2ccc(-n3c(C)nc4ccccc4c3=O)cc2)cc1
29 | -10 | CC(C)C(OC(=O)c1cccs1)C(=O)NCc1ccco1 (configuration not stated)
30 | -2 | N#C/C(=C\c1ccc(OCC(N)=O)cc1)S(=O)(=O)c1ccccc1
21 | -29 | CCNC(=S)N/N=C/c1cn(Cc2ccccc2F)c2ccccc12
18 | -6 | CSc1nc2cc(Cl)ccc2s1

More records.
OX1R antag-1 | OX1R antag-2 | canonical_smiles
15 | -22 | COc1cc(OC)c(NC(=S)Nc2cccc(C)c2)cc1Cl
3 | 4 | C[N+]1(CC2COC3(CCCCC3)O2)CCCC1 (configuration not stated)
5 | -23 | CC1CC(Nc2ccccc2)c2ccccc2N1C(=O)c1ccco1 (configuration not stated)
23 | -13 | COc1ccc(NC(=O)c2c(-c3ccccc3Cl)noc2C)c(OC)c1
35 | -5 | Cc1cc(Cn2nc(C(=O)NCc3cccs3)cc2-c2ccccc2)on1
30 | -9 | COc1ccc(/C=C(\NC(=O)c2ccc([N+](=O)[O-])cc2)C(=O)NCCN2CCOCC2)cc1
6 | -5 | CN(C(=O)C(Cl)Cl)C1CC2C=CC1C2 (configuration not stated)
1 | -30 | Cc1cc(OCC(=O)NCc2cccnc2)c2c(C)c(Cc3ccccc3)c(=O)oc2c1
13 | -19 | O=C(C1CSC2(c3ccc(F)cc3)CCC(=O)N12)N1CCCCCC1 (configuration not stated)
-4 | -5 | CN1CCCN(S(=O)(=O)c2ccc(O)c(C(=O)O)c2)CC1
7 | -17 | COc1cccc(N2CCN(C(=O)c3cc4c(s3)-c3ccccc3OC4)CC2)c1
17 | -5 | Cc1ccccc1NC(=O)COC(=O)Cc1cccc(C(F)(F)F)c1
